# From PubChem
# SIAE primary – blocks human sialic acid acetylesterase; Q9HAT2; SIAE FP-Rh probe binding, fluorescence polarization; inhibition, % at 9.66 µM; 0.69% of 370,000 active;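 active means inhibition above a cutoff: mean of compounds within the control limits plus 3 SD of those, cut at about 17% in these data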;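 further: 0% = plate median of compound wells and 100% = probe without SIAE protein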
# Target sequence (Q9HAT2 whole entry, looked up): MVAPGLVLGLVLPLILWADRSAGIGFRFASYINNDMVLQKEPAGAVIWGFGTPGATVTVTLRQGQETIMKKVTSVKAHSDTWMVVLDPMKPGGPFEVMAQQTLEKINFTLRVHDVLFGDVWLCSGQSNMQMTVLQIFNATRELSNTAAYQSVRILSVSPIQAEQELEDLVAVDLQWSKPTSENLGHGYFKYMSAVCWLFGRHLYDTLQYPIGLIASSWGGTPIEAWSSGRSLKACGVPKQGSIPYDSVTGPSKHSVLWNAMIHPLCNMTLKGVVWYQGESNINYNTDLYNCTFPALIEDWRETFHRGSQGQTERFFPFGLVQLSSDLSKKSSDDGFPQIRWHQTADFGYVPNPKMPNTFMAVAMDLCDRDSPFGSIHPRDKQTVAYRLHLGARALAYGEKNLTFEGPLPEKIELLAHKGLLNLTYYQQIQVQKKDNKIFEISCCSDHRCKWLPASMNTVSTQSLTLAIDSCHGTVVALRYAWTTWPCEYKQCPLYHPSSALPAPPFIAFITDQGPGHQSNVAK
# NPR1 activator – GC-A (human) enzyme activation | P16066 | HEK293 GC-A cells, cGMP TR-FRET, EC30 ANP; 0% at EC30 ANP, 100% saturating ANP | activation, % at 10 µM | 0.14% of 370,000 active; in the data active means activation above about 40%
# TCR CD3 inh – inhibitors of human TCR-CD3 interaction | TAMRA-labeled TCR probe fluorescence, biochemical | inhibition, % at 9.4 µM | 0.37% of 360,000 active; in the data active means inhibition above about 19%;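 further: recombinant mutant TCR 2C K166C tagged with TAMRA read by polarization; 0% = receptor in buffer alone and 100% = receptor with positive control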
# NPR2 activator – GC-B (human) receptor activation. P20594. AID 1920062. activation, % at 10 µM. HEK293-GC-B cells, CNP EC30, cGMP TR-FRET; 0% at EC30 CNP, 100% saturating CNP. 0.11% of 370,000 active;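 active means activation at 10 µM reaching about 35% in either raw or pattern-adjusted values, limit read from the data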
# HTRA1 inhibitor – blocks human HTRA1 serine peptidase; Q92743; recombinant HTRA1, FP-rhodamine activity-based probe, fluorescence polarization; inhibition, % at 5.96 µM; 0.5% of 340,000 active; in the data active means inhibition above about 36%;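 further: 0% = enzyme with DMSO and 100% = wells lacking enzyme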
# MBD2 DNA inh – inhibitors of human MBD2 binding to methylated oligonucleotide | Q9UBB5 | inhibition, % at 4.4 µM | 0.31% of 370,000 active | TR-FRET; in the data active means inhibition above about 13%
# rCAG RNA binder – binds r(CAG) RNA repeats; r(CAG) RNA repeat, TO-PRO-1 dye displacement fluorescence; inhibition, % at 3 µM; 1.3% of 370,000 active;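 active means inhibition above the plate cutoff, the mean of all test compounds on that plate plus 3 SD, cut at about 35% in these data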;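 further: 0% = DMSO alone and 100% = 100 µM mitoxantrone as full dye displacement; higher means more dye released from RNA so lower well fluorescence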
# UHRF1 MBD2 ctr – blocks human UHRF1 binding to methylated DNA. Q96T88. UHRF1 binding to methylated oligo, TR-FRET. inhibition, % at 4.4 µM. 0.75% of 370,000 active. AID 687016; in the data active means inhibition above about 21%;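 further: UHRF1 SRA domain binding a hemimethylated CpG hairpin DNA probe; 0% = median of test compound wells and 100% = reference inhibitor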
# mABHD4 FP – inhibits mouse alpha/beta hydrolase domain 4; Q8VD66; purified mABHD4, FP-Rh probe fluorescence polarization; inhibition, % at 8.92 µM; 0.54% of 370,000 active; AID 720543;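 active means inhibition exceeding the mean over every tested compound plus 3 SD, cut at about 30% in these data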;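 further: 0% = plate median of compound wells and 100% = S159A mutant with DMSO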
# Target sequence (Q8VD66 whole entry, looked up, the tested form may be a part): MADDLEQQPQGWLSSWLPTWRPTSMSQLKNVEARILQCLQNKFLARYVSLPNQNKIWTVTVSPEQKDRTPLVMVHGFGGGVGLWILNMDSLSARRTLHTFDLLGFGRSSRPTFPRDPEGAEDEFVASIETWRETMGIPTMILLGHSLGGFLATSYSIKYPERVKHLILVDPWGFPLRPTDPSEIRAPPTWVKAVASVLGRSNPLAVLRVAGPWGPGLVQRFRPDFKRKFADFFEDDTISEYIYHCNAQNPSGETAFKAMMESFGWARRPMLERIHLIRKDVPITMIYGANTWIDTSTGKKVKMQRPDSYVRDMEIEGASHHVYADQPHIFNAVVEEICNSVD
#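 system = mouse ABHD4 enzyme, wild type | medium = HEPES pH 7.0, NaCl, Pluronic buffer | also added = FP-Rh probe | incubation = Enzyme–compound pre-incubation 45 min, then probe 60 min, both 25 °C | technique = fluorescence polarization, excitation 525 nm, emission 598 nm, BODIPY TMR filters | controls = S159A mutant high control, sample median low control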
# PRMT1 FP inh – inhibitors of human PRMT1; Q99873; recombinant PRMT1, activity-based probe fluorescence polarization; inhibition, % at 2.79 µM; 1.3% of 370,000 active;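 active means inhibition above about 21% made by adding two undisclosed values, limit read from the data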
# An asterisk follows results filed as active; . = no result given.
SMILES,SIAE primary,NPR1 activator,TCR CD3 inh,NPR2 activator,HTRA1 inhibitor,MBD2 DNA inh,rCAG RNA binder,UHRF1 MBD2 ctr,mABHD4 FP,PRMT1 FP inh
COc1ccc(NC(=O)C2CCCN2S(=O)(=O)c2cccs2)c([N+](=O)[O-])c1 (stereo unspecified),-1,2,3,6,3,-2,-1,-1,11,2
CCOC(=O)Cc1csc(NS(=O)(=O)Cc2ccccc2)n1,5,-1,-6,8,-7,3,9,-2,7,1
COCCN(C(=S)Nc1ccc(C(C)C)cc1)C(C)c1cccs1 (stereo unspecified),3,0,0,-1,3,0,-5,1,8,4
COc1ccc(-c2nc(C)ncc2N=Nc2ccccc2)cc1,8,-1,5,-3,17,-4,1,-1,4,-3
O=C(O)c1ccccc1-c1ccccc1C(=O)Nc1ccc2oc(=O)c3ccccc3c2c1,-17,-2,12,0,-10,-5,51*,2,-13,-5
CC(C)(C)c1ccc(OCCC(=O)Nc2cccc(S(=O)(=O)N3CCCCC3)c2)cc1,-40,3,-4,2,-68,7,7,5,-59,4
C(=NOCCc1ccccc1)c1ccncc1,1,2,-5,6,-2,4,0,1,-2,2
CC(C)(C)NC(=O)NC(=O)C[n+]1ccc(Cc2ccc([N+](=O)[O-])cc2)cc1,3,3,4,4,10,1,10,4,4,0
O=C1NN(c2ccc(Cl)c(Cl)c2)C(=O)/C1=C/c1ccc(-c2ccccc2C(=O)O)o1,4,-1,-4,-1,2,4,73*,7,31*,7
CC(C)Cn1c(O)c(/C=C2\C=NN=C2c2ccccc2)sc1=S,-16,-5,-5,-7,-53,8,13,0,-32,2
Cc1cc2nnc(SCC(=O)OC(C)C)n2c2ccccc12,4,-4,3,2,0,0,-5,-2,-3,-3
Nc1nc(SC2c3cccc4cccc(c34)C2NS(=O)(=O)c2ccccc2)n[nH]1 (stereo unspecified),1,2,4,1,-12,0,5,3,-1,1
COc1ccc(CN(C(=O)c2ccco2)C2CC(C)N(C)CC2C)cc1 (stereo unspecified),7,-6,-5,-6,5,-4,0,-1,-1,-3
CCCCN(CC)CCNC(=O)C1c2cc(OC)c(OC)cc2C(=O)N2CCc3ccccc3C12 (stereo unspecified),5,-2,-1,-4,-2,-1,-9,-2,-5,-2
CCc1cccc(OCCCCNCCO)c1,0,0,-5,1,3,-5,1,-1,5,1
Cc1ccc(C(=O)Oc2ccc(/C=N/NC(N)=O)cc2)cc1,-17,3,-7,1,-3,9,1,18,6,6
Cc1ccc(-c2nc3ccccc3s2)cc1NC(=S)NC(=O)c1ccccc1,1,2,8,-2,-2,-4,4,4,-1,-1
O=C(NCCN1CCOCC1)c1ccc(CS(=O)(=O)c2ccc(Cl)cc2)o1,0,0,6,0,1,2,4,-3,2,-1
O=C(NCc1ccco1)c1c[nH]c2ccc(S(=O)(=O)N3CCOCC3)cc2c1=O,3,-2,9,-5,-6,5,14,1,2,0
CCCn1nc(C(=O)Nc2cc(OCC)c(N3CCOCC3)cc2OCC)c2ccccc2c1=O,6,9,-1,16,6,-1,2,0,-1,-5
Cc1ccc(NC(=O)COC(=O)c2ccc(CN3CCCC3=O)cc2)c(Cl)c1,2,-1,-7,4,-5,7,2,3,-18,4
Cc1cc(/C=C2\C(=N)N3N=C(C(C)C)SC3=NC2=O)c(C)n1Cc1ccccc1,8,4,-3,6,-1,-4,1,-1,-2,-1
CC(C)CN(C(=O)COC(=O)c1c2c(nc3ccccc13)CCC2)c1c(N)n(Cc2ccccc2)c(=O)[nH]c1=O,-9,-5,-11,-4,-17,-1,11,2,7,5
Cc1cccn2c(=O)c(/C=C(\C#N)S(=O)(=O)c3ccccc3)c(N3CCCCC3)nc12,-16,1,9,-1,.,3,4,1,-4,2
CN1C(=S)SC(/[N+]([O-])=C/c2ccc(Cl)cc2)C1(C)C (stereo unspecified),0,-3,-2,3,3,-2,1,-1,1,1
Cc1cc(Cl)cc(Br)c1OCCCN1C(=O)NC(C)(C)C1=O,-6,-7,2,-2,-11,4,0,4,-1,3
CCOC(=O)C1CCN(C(=O)c2cc(S(=O)(=O)N3CCOCC3)c(Cl)cc2Cl)CC1,-6,1,3,-4,7,-1,-4,5,-5,-2
COc1ccc(C2=Nn3c(nnc3-c3ccncc3)SC2)cc1OC,1,22,3,18,-2,1,-2,-2,8,1
C[C@]12c3[nH]c4ccc(Cl)cc4c3CCN1C(=O)[C@@H](CC(=O)NCCC1=CCCCC1)C[C@@H]2C(=O)N1CCCCC1,1,-5,6,-1,5,-3,2,1,-2,0
COc1ccc(C(=O)C(OC(=O)CNC(=O)c2ccco2)c2ccccc2)cc1 (stereo unspecified),1,-4,2,0,-7,4,2,-1,5,-3
Nc1[nH]c(C(=O)c2ccccc2)c(-c2ccc(Cl)cc2Cl)c1C(=O)c1ccc(Br)cc1,1,-9,-2,1,.,1,5,-1,7,1
Cc1ccc(S(=O)(=O)c2nnn(-c3cccc(F)c3)c2N)cc1,0,3,-9,6,-7,4,-3,3,0,3
O=C(O)C1Cc2ccccc2CN1C(=O)COc1ccc(Cl)cc1Cl (stereo unspecified),-1,2,2,1,-1,1,15,-4,11,0
CNS(=O)(=O)c1cn(CC(=O)NCc2cccc(OC)c2)cc1S(=O)(=O)NC,-4,9,-2,-4,5,2,1,-2,-1,12
COc1cc(OC)c(-c2nn3c(-c4ccco4)nnc3s2)cc1OC,-34,21,15,19,-14,13,12,6,-3,3
COC(=O)c1cc(-c2cccc(OC)c2)n[nH]1,2,-2,-1,3,5,-1,0,0,-1,0
CC(=O)c1c(-c2ccc(Cl)cc2)c2ccccc2[nH]c1=O,-3,-7,-5,-7,-5,0,-3,1,1,-1
Cc1ccc(CN(C)C(=O)c2cccc(S(=O)(=O)N3CCN(c4ccccc4)CC3)c2)cc1,-1,1,2,-3,-11,-5,6,-2,-5,-1
Cc1ccc(C(=O)C2C(=O)c3ccccc3C2=O)cc1,8,2,2,1,5,-1,0,-4,-2,1
C=CCOc1cccc(C2C(C(=O)c3ccc(C)o3)=C(O)C(=O)N2c2nccs2)c1 (stereo unspecified),2,1,-3,0,-6,-4,1,-3,8,63*
CCOC(=O)CN(C(=O)CNC(=O)c1ccco1)C(C(=O)NC1CCCCC1)c1cccnc1 (stereo unspecified),0,4,6,-4,4,-2,1,2,5,0
CC(C)(C)c1nnc(NC(=O)Cc2ccc(Br)cc2)s1,-1,1,-1,2,-2,1,0,-1,5,2
CCCN1CCN(C(=O)C2CCN(S(=O)(=O)c3c(C)noc3/C=C/c3ccc(C)cc3)CC2)CC1,-3,4,1,1,-10,-2,0,1,3,-3
CCCCN=C1CC(C)(C)CC(=O)/C1=C(/O)CCCN1C(=O)c2ccccc2C1=O,4,-3,3,-2,3,0,-10,1,4,0
Cc1cccc(CCNC(=O)CCS(=O)(=O)c2ccc3nc(C)sc3c2)c1,-4,1,-4,-3,2,3,1,1,4,3
O=c1[nH]c(=O)n(Cc2ccccc2)c2nc(-c3ccc(Oc4ccc(F)cc4)c([N+](=O)[O-])c3)n(CCO)c12,-12,2,4,-5,-41,-3,4,-2,-19,-2
O=C(Nc1ccc(Cl)cc1)C1C2CCCCC21 (stereo unspecified),3,-13,3,-13,-7,0,-2,0,-1,0
O=C(CCC1CCCN(C(=O)c2ccoc2)C1)NCc1ccc(F)c(F)c1 (stereo unspecified),1,4,-3,-1,6,-2,-6,-1,8,-2
C[C@H]1C2CC(OC(=O)Nc3ccc(F)cc3)C(C2)[C@H]2CCCCN21 (stereo partly specified),4,0,.,3,.,1,5,3,-3,3
COc1cc(C(=O)O[C@H]2C/C(C)=C/CC[C@]3(C)O[C@@H]3C(O)C2C(C)C)cc(OC)c1OC (stereo partly specified),-3,4,-4,3,-14,0,-5,-1,-2,-3
CO/N=C/NC(=O)c1c(OC)ccnc1Oc1ccc(F)cc1,-1,2,3,1,1,1,1,0,-6,1
CC1=CS(=O)(=O)CC1SC(=S)N(C)C1CCS(=O)(=O)C1 (stereo unspecified),0,0,-2,3,9,3,0,5,-6,2
CCCc1oc(C(=O)O)cc1CN,3,10,-1,2,-5,5,-1,5,3,-1
Cc1nn(CCC(=O)O)c2nc(-c3cccnc3)cc(C(F)(F)F)c12,3,0,-1,5,5,0,0,-1,7,4
NC(=O)C1CCN(C(c2ccccc2Cl)c2nnnn2CC2CCCO2)CC1 (stereo unspecified),0,-5,-7,-4,-3,-1,-3,0,0,-1
CSc1ccc(S(=O)(=O)Nc2ccc(NC(C)=O)cc2)cc1,1,-3,-6,-1,10,3,-5,2,-1,-3
CCOC(=O)C1=C(CN2CCN(c3ccc(F)cc3)CC2)NC(=O)NC1c1cccs1 (stereo unspecified),4,2,-3,-6,-1,3,-8,1,-1,-1
O=C(NCCN1CCCC1)C(c1ccccc1)c1ccccc1,-2,-2,1,-5,4,-3,1,0,5,1
COc1ccc(CN(C)CC(O)COC(c2ccc(OC)cc2)c2ccc(OC)cc2)cc1 (stereo unspecified),0,-13,-1,-10,-19,2,-5,1,-4,2
O=C(CCSc1nc(-c2ccc3c(c2)OCO3)cc(C(F)(F)F)n1)NCc1ccco1,-2,0,-8,-2,-5,-3,7,0,-1,3

# Additional compounds
SMILES,SIAE primary,NPR1 activator,TCR CD3 inh,NPR2 activator,HTRA1 inhibitor,MBD2 DNA inh,rCAG RNA binder,UHRF1 MBD2 ctr,mABHD4 FP,PRMT1 FP inh
CCOC(=O)C1CCCN(C(=O)C2CCN(S(=O)(=O)c3c(C)noc3/C=C/c3ccccc3F)CC2)C1 (stereo unspecified),-4,2,0,-1,1,3,3,0,2,3
Cc1ccc(C)n1-c1sc2c(c1C#N)CCC(C)C2 (stereo unspecified),3,-4,0,-1,-9,-3,-1,1,3,2
CCC(C(=O)Nc1ccc(C(=O)Nc2ccccc2C(=O)O)cc1)c1ccccc1 (stereo unspecified),-35,1,0,0,-50,0,75*,-1,-22,3
O=C(CNC(=S)N(CCCN1CCOCC1)Cc1cccs1)NCc1ccc(Cl)cc1,-3,-2,9,5,2,0,-3,2,-2,0
Cc1ccc(C(c2nnnn2CS(=O)(=O)c2ccc(C)cc2)N2CCN(c3ncccn3)CC2)cc1 (stereo unspecified),-6,2,0,-1,-3,3,-3,1,0,3
Nc1nc2nccc(-c3cccnc3)n2n1,-4,-1,1,-4,11,1,-2,1,4,-1
COc1ccc(CNc2ncc(-c3ccc(Br)cc3)n2C)cc1OC,11,-4,-3,0,6,-5,-10,-3,4,-1
O=C1C2C3C=CC(C4CC34)C2C(=O)N1c1cccc2ccccc12 (stereo unspecified),5,2,-6,0,6,5,-2,1,4,-4
O=C(CNC(=O)c1cccs1)NCC(=O)OCc1ccccc1Br,0,-3,-7,0,1,1,-3,5,-1,1

# Retrieved by structure from the entries so far, 4 records:
SMILES,SIAE primary,NPR1 activator,TCR CD3 inh,NPR2 activator,HTRA1 inhibitor,MBD2 DNA inh,rCAG RNA binder,UHRF1 MBD2 ctr,mABHD4 FP,PRMT1 FP inh
CCC(C(=O)Nc1ccc(C(=O)Nc2ccccc2C(=O)O)cc1)c1ccccc1 (stereo unspecified),-35,1,0,0,-50,0,75*,-1,-22,3
COc1ccc(-c2nc(C)ncc2N=Nc2ccccc2)cc1,8,-1,5,-3,17,-4,1,-1,4,-3
O=C1C2C3C=CC(C4CC34)C2C(=O)N1c1cccc2ccccc12 (stereo unspecified),5,2,-6,0,6,5,-2,1,4,-4
C(=NOCCc1ccccc1)c1ccncc1,1,2,-5,6,-2,4,0,1,-2,2

# The list is partial (hit frequency here may not be typical).
